Screening data deposited in PubChem BioAssay by several laboratories.
TMEM16A inh: mouse TMEM16A channel inhibition, primary screen; 1.2% of 310,000 active; AID 588511; Q8BHY3; HEK293 TMEM16A/YFP iodide influx fluorescence, ionomycin; normalized B-score (activity score, 25-100; higher = stronger inhibition) at 10 µM;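 active means ratio plate-corrected score three or more library SD toward inhibition, starting fluorescence score within five deviations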;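 further: score derived from kinetic fluorescence span divided by baseline fluorescence per well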
MrgX1 allo act: human MrgX1 positive allosteric modulation, primary screen; MrgX1-HEK293, Fluo-4 calcium flux, FDSS; active compounds read high; B-score at 10 µM; 0.63% of 310,000 active; AID 588675;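 active means plate-corrected calcium response at least 3 library SD above typical, normal starting fluorescence, not activating the receptor alone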;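 further: compound read alongside a low EC10 to EC30 dose of BAM8-22 agonist; peak minus trough fluorescence over baseline measured at the second addition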
TMEM16A act: mouse TMEM16A channel activation, primary screen | Q8BHY3 | HEK293 TMEM16A/YFP-H148Q/I152L, iodide quench fluorescence; active compounds read low | B-score at 10 µM | 0.3% of 340,000 active | AID 623877;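 active means fluorescence-ratio B-score plate-corrected deviation score at least 3 library SD below zero, with starting fluorescence score within 5 deviations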;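 further: channel opened by trigger with iodide after compound preincubation; score built on the fluorescence ratio of max minus min over baseline; more negative score means more quench and so TMEM16A activation or potentiation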
RGS4 pot: RGS4 potentiation or activation; HEK293 M3R/inducible RGS4, carbachol calcium flux Fluo4; active compounds read low; B-score at 10 µM; 0.92% of 310,000 active; AID 463111;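 active means B-score of the integrated calcium signal more than 4 SD below the library mean, with starting fluorescence not abnormally high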;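 further: negative B-score means reduced calcium response which marks RGS4 activation or potentiation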
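Material: Inducible-RGS4 HEK293 cells carrying M3 receptor; also added: carbachol at ECmax as muscarinic agonist stimulus; incubation: compound preincubation 20 min at room temperature before agonist; signal: Fluo4-AM (2 µM) calcium-flux fluorescence, kinetic read; measure: integrated calcium ratio converted to B score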
TRPC6 inh: inhibitors of mouse TRPC6 channel; HEK293-TRPC6, membrane potential dye, ACh-evoked depolarization; active compounds read low; B-score at 10 µM; 1.1% of 310,000 active;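 active means B-score under library mean minus 3 SD, initial fluorescence not abnormally high, positive integrated signal ratio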;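 further: B-score derived from integrated fluorescence ratio over the kinetic read; more negative B-score means stronger inhibition of depolarization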
Target sequence (Q61143 whole entry, looked up): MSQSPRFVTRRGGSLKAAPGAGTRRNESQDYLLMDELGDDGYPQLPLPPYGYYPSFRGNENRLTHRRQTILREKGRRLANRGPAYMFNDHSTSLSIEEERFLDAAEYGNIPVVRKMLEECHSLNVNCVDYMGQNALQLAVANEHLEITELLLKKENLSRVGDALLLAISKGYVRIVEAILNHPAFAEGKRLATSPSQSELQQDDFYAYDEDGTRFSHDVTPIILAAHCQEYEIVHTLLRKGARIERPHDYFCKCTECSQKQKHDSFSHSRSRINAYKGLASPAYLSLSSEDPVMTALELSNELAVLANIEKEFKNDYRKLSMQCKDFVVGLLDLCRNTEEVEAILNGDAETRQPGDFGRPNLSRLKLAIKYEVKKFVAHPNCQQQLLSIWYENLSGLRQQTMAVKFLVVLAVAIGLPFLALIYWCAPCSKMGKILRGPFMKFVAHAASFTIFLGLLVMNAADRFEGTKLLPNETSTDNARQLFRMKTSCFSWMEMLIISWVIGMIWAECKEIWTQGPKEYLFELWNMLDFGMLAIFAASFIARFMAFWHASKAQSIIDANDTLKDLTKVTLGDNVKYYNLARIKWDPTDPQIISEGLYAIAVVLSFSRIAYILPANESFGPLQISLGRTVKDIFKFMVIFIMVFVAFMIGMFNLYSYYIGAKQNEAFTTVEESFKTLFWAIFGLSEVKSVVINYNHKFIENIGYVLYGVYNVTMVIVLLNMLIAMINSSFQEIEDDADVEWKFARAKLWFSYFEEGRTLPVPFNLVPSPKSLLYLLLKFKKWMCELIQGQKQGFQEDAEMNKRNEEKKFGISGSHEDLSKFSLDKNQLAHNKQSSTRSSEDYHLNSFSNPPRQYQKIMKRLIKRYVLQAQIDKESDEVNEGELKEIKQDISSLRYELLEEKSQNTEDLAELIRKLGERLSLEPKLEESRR
MrgX1 antag: blocks BAM8-22 activation of human MrgX1 receptor | MRGX1-HEK293 calcium flux, Fluo-4, BAM8-22 antagonism; active compounds read low | B-score at 10 µM | 1.3% of 310,000 active | AID 588676;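 active means calcium-response B-score plate-corrected more than 3 library SD below zero, starting fluorescence within 5 deviations, no agonist response on first addition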;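 further: peak minus trough fluorescence over baseline after final BAM8-22 challenge near maximal dose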
SKKanGAS inh: inhibitors of SKKanGAS S. pyogenes growth in kanamycin (SK-promoter or general growth effect) | BacTiter-Glo, 6 h | inhibition, % at 7.5 µM | 1.3% of 300,000 active | AID 1662;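 active means mean replicate score, as percent of positive control median, at least 50; inconclusive means mean below 50 but one replicate at or above 50; inactive means mean and every replicate below 50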;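 further: strain carries kanamycin resistance gene driven by streptokinase promoter and grows in 40 µg/ml kanamycin; loss of luminescence reflects streptokinase promoter inhibition or plain growth inhibition; 0% = median of DMSO wells and 100% = positive control at its reference dose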
RGS4 inh: human RGS4 inhibition; P49798; HEK293 M3R/RGS4 inducible, Fluo-4 calcium flux; active compounds read high; triggered by carbachol at its EC20; B-score at 10 µM; 0.45% of 310,000 active;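 active means B-score, a plate-corrected calcium signal, over three deviations above library mean, with baseline fluorescence within five deviations of library mean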;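 further: RGS4 expression induced by doxycycline in cells with stable M3 receptor; B-score is computed from the integrated fluorescence ratio over baseline after carbachol; higher B-score means a larger calcium signal and so more RGS4 inhibition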
MrgX1 agonist: agonists of human MrgX1 receptor | AID 588627 | B-score at 10 µM | 0.44% of 310,000 active | Q96LB2 | MrgX1-HEK293 cells, Fluo-4 calcium fluorescence, agonist mode; active compounds read high;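 active means calcium response B-score plate-corrected fluorescence ratio at least 3 library SD, with starting fluorescence B-score inside 5 SD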
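Material: MrgX1-expressing HEK293 cells / Dosing: compound as first of three additions / Incubation: overnight seeding, then 1 h dark dye loading / Signal: Fluo-4 NW calcium fluorescence / Evaluation: B-scored fluorescence response ratio / Benchmarks: positive and negative control wells on each plate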
HDAC3 inh: inhibitors of human histone deacetylase 3. O15379. recombinant HDAC3, fluorogenic peptide/trypsin coupled, fluorescence. inhibition, % at 8.3 µM. 0.15% of 320,000 active; in the data active means inhibition above about 26%, passing the limit was not always enough; inconclusive means no clear call, values can overlap the other calls
TRPC6 activator: activators of mouse TRPC6 channel | Q61143 | HEK293-TRPC6 membrane potential dye fluorescence; active compounds read high | B-score at 10 µM | 0.13% of 310,000 active | AID 2550;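 active means B-score of the integrated fluorescence ratio above library mean plus 3 SD, and starting fluorescence ratio within library mean plus 5 SD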;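 further: higher score means more depolarization so channel activation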
Starred values were filed as active, the others as inactive; i = inactive; ? = inconclusive; / = not tested or not shown.

SMILES	TMEM16A inh	MrgX1 allo act	TMEM16A act	RGS4 pot	TRPC6 inh	MrgX1 antag	SKKanGAS inh	RGS4 inh	MrgX1 agonist	HDAC3 inh	TRPC6 activator
Cc1ccc(NC(=O)CSCC(=O)Nc2ccc(S(=O)(=O)N3CCOCC3)cc2)cc1	i	i	i	i	i	i	-1	i	i	2	i
CCOC(=O)C1=C(CS(=O)(=O)c2ccc(F)c(C)c2)NC(=O)NC1c1ccc(O)c(O)c1 (centres undefined)	i	i	i	i	i	i	-4	i	i	5	i
N#Cc1c(-c2cccs2)cc(C2CC2)nc1SCC(N)=O	i	i	i	i	i	i	4	i	i	-1	i
Cc1[nH]c2ccccc2c1C(=O)CSc1nc2ncc(Cl)cc2[nH]1	i	i	i	i	i	i	-2	i	i	-2	i
COC(=O)C(Cc1ccccc1)NS(=O)(=O)c1ccccc1Br (centres undefined)	i	i	i	i	i	i	3	i	i	-1	i
O=C(CN1CCN(c2ccccn2)CC1)Nc1ccc(F)cc1	i	i	i	i	i	i	-1	i	i	0	i
CCn1c(Cc2ccccc2)nnc1SCC(=O)NC1CCCC1	i	i	i	i	i	i	-2	i	i	-9	i
Cc1cc(NS(=O)(=O)c2ccccc2)cc(Cl)c1O	i	i	i	i	i	i	0	i	i	7	i
COc1cccc(CC2(CO)CCN(C(=O)NCCc3ccccc3)CC2)c1	i	i	i	i	i	i	-1	i	i	-5	i
O=C(Cc1c(O)c2ccccc2oc1=O)c1ccc(C(F)(F)F)cc1	i	i	i	i	i	i	5	i	i	-3	i
O=C(NCc1ccco1)c1cc(C(=O)C2CC2)c[nH]1	i	i	i	i	i	i	-5	i	i	10	i
Cn1c(SCC(=O)Nc2nc3ccccc3s2)nnc1-c1ccccc1	i	i	i	/	/	i	/	/	i	?	/
O=C(NCC(=O)N(CCc1ccccc1)C(C(=O)NC1CCCC1)c1cccnc1)c1ccco1 (centres undefined)	i	i	i	/	/	i	/	/	i	13	/
COc1ccc(S(=O)(=O)NNC(=O)Cc2csc(C)n2)cc1[N+](=O)[O-]	i	i	i	i	i	i	-14	i	i	-2	i
COc1ccc(Nc2cc(C(=O)NC3CCCC3)c3ccccc3n2)c(OC)c1	i	i	i	i	i	i	-1	i	i	1	i
Cc1c(NC(=O)c2cc3ccccc3c(=O)s2)c(=O)n(-c2ccccc2)n1C	i	i	i	i	i	i	-3	i	i	-9	i
COc1ccc2cc(CN(CCCN3CCOCC3)Cc3nnnn3C3CCCCC3)c(=O)[nH]c2c1	i	i	i	i	i	i	-1	i	i	-2	i
CC1=C(C(=O)Nc2ccccc2C(F)(F)F)C(c2ccc(C)s2)NC(=S)N1 (centres undefined)	i	i	i	i	i	i	2	i	i	-8	i
Cc1c2cn[nH]c(=O)c2c(C)n1-c1ccccc1	i	i	i	i	i	i	0	i	i	-4	i
C=C(C)CSc1cc(C)nc2c(-c3ccccc3)c(C)nn12	i	i	i	i	i	i	23	i	i	-2	i
CCOC(=O)C1=C2SCC(=O)N2C(N)=C(C#N)C1	i	i	i	i	i	i	1	i	i	?	i
O=C(CSc1ncn[nH]1)OCN1C(=O)c2ccccc2C1=O	i	i	i	i	i	i	6	i	i	-3	i
CSCC[C@H](NC(=O)N1CCn2c1nc1ccccc12)C(=O)NCc1ccccc1	i	i	i	i	i	i	-6	i	i	7	i
Cc1cccc(NC(=O)CSCC(=O)NNC(=O)c2ccoc2C)c1	i	i	i	i	i	i	-12	i	i	-12	i
COc1ccc(/C=C2/C(=O)ON=C2c2ccccc2)cc1OC	i	i	i	i	i	i	-2	i	i	-2	i
Cc1cc(C)c(C(=O)Cn2cnc3cc([N+](=O)[O-])ccc3c2=O)cc1C	i	i	i	i	i	i	3	i	i	-2	i
CC(CCc1ccccc1)NC(=O)CN1CCN(c2ccccc2)CC1 (centres undefined)	i	i	i	i	i	i	-5	i	i	5	i
CC/C=C/C(=O)N1CC2(CC(c3cccc(NC(=O)CC)c3)=NO2)C[C@H]1C(N)=O (some centres undefined)	i	i	i	i	i	i	0	i	i	8	i
Cc1ccc(-c2nc(CS(=O)(=O)CC(=O)N3CCCCCC3)c(C)o2)cc1	i	i	i	i	i	i	-5	i	i	1	i
COC(=O)c1ccccc1NC(=O)CN(c1ccc(OC)cc1)S(C)(=O)=O	i	i	i	i	i	i	1	i	i	-5	i
O=C(CN1CCc2cc3c(cc2C1)OCCCO3)Nc1ccc(F)cc1	i	i	i	i	i	i	0	i	i	6	i
CC(=O)c1ccc(N2CCN(C(=O)c3cc(-c4ccc5c(c4)OCO5)nc4ccccc34)CC2)cc1	i	i	i	i	i	i	31	i	i	5	i
COc1ccc([C@H]2C=C3CN(C(=O)OC(C)(C)C)S(=O)(=O)[C@H]3C[C@H]2OC(=O)c2cccs2)cc1	i	i	/	i	i	i	7	i	i	2	i
CCCSc1nc(=O)n2cccc(C)c2n1	i	i	i	i	i	i	-6	i	i	-1	i
O=C(CCN1CCCCCC1)Nc1cccc(F)c1	i	i	i	i	i	i	1	i	i	6	i
CCOc1ncccc1C(=O)NCc1ccc(C)cc1	i	7.2*	i	i	i	i	6	i	i	-2	i
CCCCc1cc(=O)oc2c(CN(C)C)c(O)c(Cl)cc12	i	i	i	i	i	i	/	i	i	-488	i
CC1(C)CC(=O)C=C(NNC(=O)c2ccccc2O)C1	i	i	i	i	i	i	15	i	i	7	i
CCN1C/C(=C/c2sccc2C)c2nc3ccccc3c(C(=O)O)c2C1	i	i	i	i	i	i	-4	i	i	5	i
O=C1c2ccccc2C(=O)N1CCn1c(=O)oc2ccccc21	i	i	i	i	i	i	2	i	i	-2	i
COc1cc(/C=C2\CC(C(C)(C)C)C/C(=C\c3cc(OC)c(OC)c(OC)c3)C2=O)cc(OC)c1OC (centres undefined)	i	i	i	i	i	i	22	i	i	0	i
O=C(NNC(=S)NC1CC2CCC1C2)c1ccc(Cl)cc1 (centres undefined)	i	i	i	i	i	i	9	i	i	4	i
CC(C)CCNC(=O)CC1C(=O)N(Cc2ccccc2)C(C)c2nc3ccccc3n21 (centres undefined)	i	i	i	i	i	i	-7	i	i	0	i
N=c1oc2cc(O)ccc2cc1C(=O)Nc1ccc(Br)cc1	i	i	i	i	i	-7*	19	i	i	-91	i
CCOc1ccc(-c2c(C(=O)N/N=C/c3ccoc3)nnn2-c2nonc2N)cc1	i	i	i	i	i	i	-4	i	i	-2	i
O=C(C1COc2ccccc2O1)N1CCN(c2ccccc2F)CC1 (centres undefined)	i	i	i	i	i	i	-2	i	i	-3	i
COc1cccc(-c2cccc(NC(=O)C3CCN(Cc4nccs4)CC3)c2)c1	i	i	i	i	i	i	-5	i	i	3	i
O=C(CN1CCSCC1)N/N=C/c1ccc(F)cc1	i	i	i	i	i	i	3	i	i	?	i
CC(C)n1cnc2c(Nc3cccc(Cl)c3)nc(NCCCO)nc21	i	i	i	i	i	i	1	i	i	-2	i
COc1ccc(OCc2cc(C(=O)NCC3(C)COC3)no2)c(Cl)c1	i	i	i	i	i	i	-5	i	i	0	i
c1ccc2c3nnc4n(c-3nc2c1)CCCS4	i	i	i	i	i	i	-2	i	i	-1	i
Fc1ccc(-n2cc(-c3ccccc3)[n+]3c2SCC3)cc1	i	i	i	i	i	i	2	i	i	-1	i
O=C(CCCCCNC(=O)c1ccccc1Cl)N/N=C/c1ccco1	i	i	i	i	i	i	5	i	i	0	i
COC(=O)c1sccc1NC(=O)c1ccccc1C(=O)O	i	i	i	i	i	i	-2	i	i	2	i
CCOc1ccc(NC(=O)CSc2nc3ccccc3c(=O)n2CCCC(=O)N2CCCC2)cc1	i	i	i	i	i	i	1	i	i	5	i
CSc1ccc(C2NC(=O)c3ccccc3N2)cc1 (centres undefined)	i	i	i	i	i	i	-7	i	i	-7	i
CCOc1cnc(C(=O)NNC(=O)C(Br)C(C)C)o1 (centres undefined)	i	i	i	i	i	i	-7	i	i	1	i
CCn1c(CCCOc2ccc(Cl)cc2Cl)n[nH]c1=S	i	i	i	i	i	i	2	i	i	0	i
O=C(CN(c1ccccc1F)S(=O)(=O)c1ccccc1)N1CCCCCC1	i	i	i	i	i	i	10	i	i	-1	i
CC(C)(C)C(=O)c1no[n+]([O-])c1/C(=N/O)C(C)(C)C	i	i	i	i	i	i	14	i	37*	12	i

4 neighbouring compounds out of the list so far:
SMILES	TMEM16A inh	MrgX1 allo act	TMEM16A act	RGS4 pot	TRPC6 inh	MrgX1 antag	SKKanGAS inh	RGS4 inh	MrgX1 agonist	HDAC3 inh	TRPC6 activator
CCOc1cnc(C(=O)NNC(=O)C(Br)C(C)C)o1 (centres undefined)	i	i	i	i	i	i	-7	i	i	1	i
CCn1c(CCCOc2ccc(Cl)cc2Cl)n[nH]c1=S	i	i	i	i	i	i	2	i	i	0	i
O=C(CN(c1ccccc1F)S(=O)(=O)c1ccccc1)N1CCCCCC1	i	i	i	i	i	i	10	i	i	-1	i
CC(C)(C)C(=O)c1no[n+]([O-])c1/C(=N/O)C(C)(C)C	i	i	i	i	i	i	14	i	37*	12	i

Next records follow.
SMILES	TMEM16A inh	MrgX1 allo act	TMEM16A act	RGS4 pot	TRPC6 inh	MrgX1 antag	SKKanGAS inh	RGS4 inh	MrgX1 agonist	HDAC3 inh	TRPC6 activator
Cc1cccc(/C(N)=N/OC(=O)Cc2cccs2)c1	i	i	i	i	i	i	15	i	i	0	i
COc1ccc(/C=N/NC(=O)C2C3CCCCC32)cc1OC (centres undefined)	i	i	i	i	i	i	/	i	i	5	i
O=C(C1=C(O)C(=O)N(CCN2CCOCC2)C1c1cccc([N+](=O)[O-])c1)c1cccs1 (centres undefined)	i	i	i	i	i	i	4	i	i	13	i
CC(=O)c1sc(NC(=O)C(C)Oc2ccc3c(C)cc(=O)oc3c2)nc1C (centres undefined)	i	i	i	i	i	i	15	i	i	4	i
Cn1c(=O)oc2cc(NC(=O)CCl)ccc21	i	i	i	i	i	i	7	i	i	-3	i
CNC(=O)C(NC(=O)Nc1ccc(C)cc1)C(C)(C)C (centres undefined)	i	i	i	i	i	i	19	i	i	-1	i
